# Assay outcomes from PubChem BioAssay.
# NPR2 activator = human GC-B receptor activators, primary screen, HEK293 GC-B cells, cGMP TR-FRET, EC30 CNP; Atrial natriuretic peptide receptor 2 (Homo sapiens), P20594; 0% at EC30 CNP, 100% saturating CNP; activation, % at 10 µM; hit rate 0.11% among 370,000;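 active means activation at 10 µM reaching about 35% in either raw or pattern-adjusted values, limit read from the data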
# rCAG RNA binder = binders of r(CAG) RNA repeats, primary screen, biochemical, fluorescence | r(CAG) RNA repeat, TO-PRO-1 dye displacement fluorescence | inhibition, % at 3 µM | hit rate 1.3% among 370,000;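 active means inhibition above the plate cutoff, the mean of all test compounds on that plate plus 3 SD, cut at about 35% in these data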;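 further: 0% = DMSO alone and 100% = 100 µM mitoxantrone as full dye displacement; higher means more dye released from RNA so lower well fluorescence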
# Rev-erbA mod = modulators of Rev-erb alpha DNA binding, primary screen, biochemical, FITC-DNA, fluorescence polarization, uHTS; Nuclear receptor subfamily 1 group D member 1 (Homo sapiens), P20393; Rev-erbα–FITC-DNA binding, 90 min; activity, % at 10 µM; hit rate 0.79% among 370,000;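 active means activity above about 14%, limit read from the data; passing the limit was not always enough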;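 further: 0% = DMSO wells with 35 nM protein and 100% = DMSO wells with 750 nM protein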
# ASAP1 inh = inhibitors of human ASAP1 ArfGAP activity, primary screen, biochemical, fluorescence polarization; Arf-GAP with SH3 domain, ANK repeat and PH domain-containing protein 1 (Homo sapiens), …; ASAP1-stimulated ARF1 GTP hydrolysis, GDP FP detection; hit rate 0.19% among 360,000; inhibition, % at 16.5 µM; in the data active means inhibition above about 25%;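 further: 0% = vehicle with enzyme and substrate and 100% = no enzyme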
# ABHD4 inh = ABHD4 inhibitors, primary screen, biochemical, fluorescence polarization, mouse; (Lyso)-N-acylphosphatidylethanolamine lipase (Mus musculus), Q8VD66; purified mABHD4, FP-Rh probe fluorescence polarization; inhibition, % at 8.92 µM; hit rate 0.54% among 370,000; AID 720543, 2013;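 active means inhibition exceeding the mean over every tested compound plus 3 SD, cut at about 30% in these data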;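 further: 0% = plate median of compound wells and 100% = S159A mutant with DMSO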
#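 Test system: mABHD4 protein; Read-out basis: % inhibition; Incubation: 45 min + 60 min at 25 °C; Repeats: single replicate; Technique: fluorescence polarization with parallel and perpendicular emission, 525/598 nm; Compound: 8.92 µM, single dose; Benchmarks: full inhibition S159A mutant plus DMSO, zero as sample-well median.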
# SMARCA2 act = SMARCA2 (BRM) function activators, primary screen, cell-based, luminescence, high throughput | AID 652017, 2013 | activation, % at 9.1 µM | MG213 cells, MMTV-luciferase reporter, dexamethasone, overnight | hit rate 1% among 370,000; in the data active means activation above about 7.8%;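 further: 0% = vehicle wells and 100% = reference activator wells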
# PG9 binder = binders of HIV-1 gp120 antibody PG9, primary screen, biochemical, TR-FRET | hit rate 0.43% among 360,000 | TR-FRET gp120-PG9 antibody binding | inhibition, % at 6.7 µM | AID 624416, 2012 | HIV-1 gp120 / PG9 antibody interaction; in the data active means inhibition above about 8.5%
# GC-A act = GC-A stimulated cGMP production enhancers – HEK293 GC-A cells, cGMP TR-FRET, EC30 ANP, primary screen; 0% at EC30 ANP, 100% saturating ANP; activation, % at 10 µM; hit rate 0.14% among 370,000; AID 1671463, 2021; Atrial natriuretic peptide receptor 1 (Homo sapiens), P16066; in the data active means activation above about 40%
# Target sequence (P16066 whole entry, looked up): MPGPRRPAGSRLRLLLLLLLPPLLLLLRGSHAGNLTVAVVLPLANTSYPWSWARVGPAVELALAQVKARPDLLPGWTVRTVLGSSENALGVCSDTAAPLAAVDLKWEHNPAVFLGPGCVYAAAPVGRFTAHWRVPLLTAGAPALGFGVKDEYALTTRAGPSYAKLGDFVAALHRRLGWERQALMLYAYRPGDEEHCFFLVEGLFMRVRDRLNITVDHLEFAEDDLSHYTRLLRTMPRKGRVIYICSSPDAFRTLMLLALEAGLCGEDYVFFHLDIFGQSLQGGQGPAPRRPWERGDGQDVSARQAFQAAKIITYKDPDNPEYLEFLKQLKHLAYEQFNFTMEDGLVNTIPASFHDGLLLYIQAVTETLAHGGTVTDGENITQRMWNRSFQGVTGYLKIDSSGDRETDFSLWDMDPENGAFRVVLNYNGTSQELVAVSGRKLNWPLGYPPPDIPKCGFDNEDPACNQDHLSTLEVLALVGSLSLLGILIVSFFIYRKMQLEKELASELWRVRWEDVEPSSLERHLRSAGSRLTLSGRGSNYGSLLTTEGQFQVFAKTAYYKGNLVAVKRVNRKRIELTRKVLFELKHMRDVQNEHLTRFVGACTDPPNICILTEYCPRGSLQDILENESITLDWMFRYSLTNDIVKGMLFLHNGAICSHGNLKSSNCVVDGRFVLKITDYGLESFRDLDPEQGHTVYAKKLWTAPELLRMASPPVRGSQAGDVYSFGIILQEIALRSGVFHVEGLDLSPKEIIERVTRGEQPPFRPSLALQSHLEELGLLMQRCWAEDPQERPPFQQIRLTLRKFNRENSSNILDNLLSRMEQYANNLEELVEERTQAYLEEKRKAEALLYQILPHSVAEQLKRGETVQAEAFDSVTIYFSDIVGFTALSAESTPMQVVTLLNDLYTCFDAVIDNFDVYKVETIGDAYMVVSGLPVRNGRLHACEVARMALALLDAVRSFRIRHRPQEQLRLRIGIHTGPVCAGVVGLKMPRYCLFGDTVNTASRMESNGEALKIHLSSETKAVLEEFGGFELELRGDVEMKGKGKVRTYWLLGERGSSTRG
# ARFGAP1 inh = inhibitors of rat ARFGAP1 GAP activity, primary screen, biochemical, fluorescence polarization, GDP tracer. ADP-ribosylation factor GTPase-activating protein 1 (Rattus norvegicus), Q62848. Arfgap1-stimulated ARF1 GTP hydrolysis, GDP FP detection. inhibition, % at 16.5 µM. hit rate 0.26% among 360,000;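 active means inhibition above a per-plate limit, mean inhibition of low control wells plus 3 SD, cut at about 25% in these data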;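 further: 0% = DMSO wells with enzyme and 100% = wells lacking Arfgap1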
#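 system = rat Arfgap1 catalytic domain, aa 1-136 | technique = FP, GDP Alexa 633 tracer displaced from anti-GDP antibody, 620/688 nm | compound = one concentration, 16.5 µM, DMSO 1.26% | medium = HEPES-based buffer, pH 7.5 | timing = compound-enzyme preincubation 20 min, reaction 120 min, detection 60 min, 25 °C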
# HTRA1 inh = HTRA1 serine protease inhibitors, primary screen, biochemical, fluorescence polarization, HTS | Q92743 | recombinant HTRA1, FP-rhodamine activity-based probe | inhibition, % at 5.96 µM | hit rate 0.5% among 340,000; in the data active means inhibition above about 36%;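 further: 0% = enzyme with DMSO and 100% = wells lacking enzyme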
# The depositor's hits bear a star; · = no result given.
1	COCCCNCCCCOc1ccccc1-c1ccccc1
2	CC[C@]12c3[nH]c4ccc(OC)cc4c3CCN1C(=O)C(CC(=O)NCc1cccc(C(F)(F)F)c1)C[C@@H]2C(=O)N1CCN(C(=O)c2ccco2)CC1 (stereo partly specified)
3	O=C(O)C1CC(=O)N(c2ccc(OCc3ccc(Cl)cc3Cl)cc2)C1 (stereo unspecified)
4	Cc1onc(-c2ccccc2Cl)c1C(=O)N[C@@H](C)c1ccccc1
5	Cc1ccn2c(C(=O)CSc3ccccc3)c(C)nc2c1
6	CC1(C)Cc2c(C#N)c(OCC(=O)c3ccc(Cl)cc3)nc(-c3ccoc3)c2CO1
assay / compound	1	2	3	4	5	6
NPR2 activator	-9	-1	-5	2	1	1
rCAG RNA binder	2	3	18	1	-4	5
Rev-erbA mod	-5	2	-4	-3	-1	-4
ASAP1 inh	1	-9	7	6	-5	6
ABHD4 inh	0	-7	-2	2	-6	0
SMARCA2 act	3	-5	1	-4	1	-4
PG9 binder	2.1	2.5	-0.9	-1.2	-1.0	0.5
GC-A act	-4	1	7	0	0	0
ARFGAP1 inh	7	3	0	7	-15	3
HTRA1 inh	2	-9	-2	·	6	1

# An excerpt from above in order of the ABHD4 inh value, rising:
no. | molecule | NPR2 activator | Rev-erbA mod | ASAP1 inh | ABHD4 inh | SMARCA2 act | PG9 binder | GC-A act | ARFGAP1 inh | HTRA1 inh
2 | CC[C@]12c3[nH]c4ccc(OC)cc4c3CCN1C(=O)C(CC(=O)NCc1cccc(C(F)(F)F)c1)C[C@@H]2C(=O)N1CCN(C(=O)c2ccco2)CC1 (stereo partly specified) | -1 | 2 | -9 | -7 | -5 | 2.5 | 1 | 3 | -9
5 | Cc1ccn2c(C(=O)CSc3ccccc3)c(C)nc2c1 | 1 | -1 | -5 | -6 | 1 | -1.0 | 0 | -15 | 6
4 | Cc1onc(-c2ccccc2Cl)c1C(=O)N[C@@H](C)c1ccccc1 | 2 | -3 | 6 | 2 | -4 | -1.2 | 0 | 7 | ·

# Other structures follow.
7	CCOC(=O)N1CCN(C(=O)C2CCN(S(=O)(=O)c3cc(OC)ccc3OC)CC2)CC1
8	CC(C)C[C@H](NC(=O)N1CC(=O)Nc2ccccc21)C(=O)N1CCC(C(=O)O)CC1
9	CC(C)CC(=O)NC(=S)Nc1ccc(F)cc1F
10	Cc1ccc(CNC(=O)C(=O)NCC2OCCN2C(=O)c2ccc3c(c2)OCO3)cc1 (stereo unspecified)
11	CCOC(=O)c1c(NC(=O)CS(=O)(=O)c2cn(CC)c3ccccc23)sc2c1CCCCC2
12	Fc1ccc(C(c2nnnn2C2CCCC2)N(Cc2ccco2)CC2CCCO2)cc1 (stereo unspecified)
assay / compound	7	8	9	10	11	12
NPR2 activator	0	1	-1	3	-8	-13
rCAG RNA binder	-7	0	-2	1	10	-1
Rev-erbA mod	1	0	6	1	-5	-7
ASAP1 inh	-3	0	-1	5	-4	5
ABHD4 inh	-3	2	3	0	-32	-9
SMARCA2 act	-7	-1	1	-2	-3	-4
PG9 binder	3.1	-0.3	-1.5	-0.8	0.7	-1.9
GC-A act	-1	2	3	-3	-4	-29
ARFGAP1 inh	-4	12	6	1	-1	7
HTRA1 inh	4	4	-4	2	-41	-21

13	COc1ccc(CCNC(=O)c2oc3ccc(S(=O)(=O)N4CCOCC4)cc3c2C)cc1OC
14	O=C(/C=C/c1cccs1)c1ccco1
15	O=S(=O)(NC1CCCCC1)c1cccs1
16	CC(=O)OC[C@@H]1CN(Cc2cccc(C(F)(F)F)c2)C[C@H](n2cnc3c(NCc4ccco4)ncnc32)O1
17	COc1ccc(C(=O)COC(=O)c2ccccc2O)c(OC)c1
18	CCc1nc2c(OC)cccn2c1N(C)C(=O)c1ccccc1F
assay / compound	13	14	15	16	17	18
NPR2 activator	-1	0	4	3	-4	-2
rCAG RNA binder	-3	2	-1	3	26	6
Rev-erbA mod	-3	6	2	-4	-1	4
ASAP1 inh	5	8	-4	-7	-3	3
ABHD4 inh	-12	-3	-8	-10	0	3
SMARCA2 act	-1	-3	1	-1	5	-6
PG9 binder	-1.1	-1.0	2.0	-0.6	-3.6	-0.3
GC-A act	5	-3	7	3	-9	3
ARFGAP1 inh	1	3	3	-4	4	9
HTRA1 inh	-8	0	9	·	-18	·

19	CC(C)(C)CNC(CO)C12CC3CC(CC(C3)C1)C2 (stereo unspecified)
20	S=c1[nH]nc(COc2ccccc2)n1/N=C/c1ccccc1Cl
21	Cc1cc(C)c2oc(C(=O)N3CCN(Cc4ccccc4)CC3)cc(=O)c2c1
22	Cc1ccc(OCc2cc(C(=O)N3CCC(c4ccccc4Cl)C3)no2)cc1C (stereo unspecified)
23	COc1ccccc1OCCNC(=O)c1cc([N+](=O)[O-])cc([N+](=O)[O-])c1
24	Cc1nnc(C)n1/N=C/c1cc(Br)cc(Br)c1O
assay / compound	19	20	21	22	23	24
NPR2 activator	0	-6	-1	6	-3	-10
rCAG RNA binder	-1	32	-13	2	-2	1
Rev-erbA mod	0	-2	-9	-2	-4	-2
ASAP1 inh	1	2	-1	9	13	-1
ABHD4 inh	-3	-2	-1	-4	1	6
SMARCA2 act	0	0	-1	2	-3	-3
PG9 binder	-1.8	-0.2	0.5	-2.4	-1.4	-2.4
GC-A act	1	0	3	4	-5	-2
ARFGAP1 inh	-6	-8	5	9	1	-17
HTRA1 inh	-3	-6	-2	-39	3	-1

25	O=C(Nc1ccccc1)/C(=C/c1ccc([N+](=O)[O-])cc1)NC(=O)c1ccccc1
26	CCc1nc2ccc(C(=O)NCCc3ccccn3)cn2c1N(C)Cc1cccs1
27	C=CCn1c(SCC(=O)c2ccccc2)nnc1-c1cc2ccccc2o1
28	CC(=O)Nc1cccc(NC(=O)COc2ccc3c(c2)CCC3)c1
29	O=C(CSc1nccc(=O)[nH]1)N1CCCc2ccccc21
30	COc1cc(C(=S)N2CCOCC2)ccc1OC(=O)/C=C/c1ccco1
assay / compound	25	26	27	28	29	30
NPR2 activator	1	3	8	-2	2	-1
rCAG RNA binder	2	0	4	0	2	-2
Rev-erbA mod	3	1	-6	-2	0	7
ASAP1 inh	10	4	-2	3	-3	0
ABHD4 inh	4	-1	-7	-2	1	-6
SMARCA2 act	-2	7	0	2	-2	-2
PG9 binder	1.4	-0.1	-3.4	-2.5	-0.2	-2.0
GC-A act	-1	0	0	0	0	3
ARFGAP1 inh	6	-6	4	2	8	1
HTRA1 inh	7	·	-11	-12	4	-16

31	COC(=O)[C@H](C)NC(=O)NC(C)CCc1ccccc1 (stereo partly specified)
32	CC(=O)Nc1ccc(NC(=O)C(NS(=O)(=O)c2ccc3c(c2)OCCO3)C(C)C)cc1 (stereo unspecified)
33	Cc1noc(C)c1C(=O)OCC(=O)NCCc1ccc(Cl)cc1
34	CC1CCC(NC(=O)CN2C(=O)C3CC=CCC3C2=O)CC1 (stereo unspecified)
35	c1ccc(N/N=C2\CCCc3ccccc32)nc1
36	O=C(Nc1ccccc1C(=O)Nc1ccncc1)c1cccc([N+](=O)[O-])c1
assay / compound	31	32	33	34	35	36
NPR2 activator	1	2	-8	9	0	-10
rCAG RNA binder	-1	2	-1	3	0	6
Rev-erbA mod	-3	6	7	1	-1	-4
ASAP1 inh	-1	1	5	0	-14	-8
ABHD4 inh	-4	2	-4	4	-3	9
SMARCA2 act	-3	-1	-2	-2	3	-3
PG9 binder	2.2	0.5	0.4	0.3	1.6	-2.1
GC-A act	8	3	-2	0	2	-8
ARFGAP1 inh	10	0	-11	-4	-13	2
HTRA1 inh	0	7	-5	8	-1	-2

37	CCn1cc(C(=O)O)c(=O)c2cc(F)c(N3CCN(C(=S)NC(=O)c4ccccc4)CC3)cc21
38	CCOC(=O)C1CCCN(C(=O)c2ccco2)C1 (stereo unspecified)
39	O=C(CSCc1c(F)cccc1Cl)NCCc1ccccc1
40	C[C@H]1C(=O)N(C)CCN1Cc1cn(C)nc1-c1ccc(Oc2ccccc2)cc1
41	CCC(=O)N1CCc2cc(S(=O)(=O)CCC(=O)NC3CCCCC3)ccc21
42	C/C(=N\Nc1ccc(F)cc1F)c1ccc(Br)s1
assay / compound	37	38	39	40	41	42
NPR2 activator	-9	4	0	3	-3	0
rCAG RNA binder	0	1	-6	-5	-2	6
Rev-erbA mod	2	3	4	0	0	4
ASAP1 inh	6	1	8	6	0	7
ABHD4 inh	5	-2	-4	-1	-3	5
SMARCA2 act	5	-2	0	-5	5	-3
PG9 binder	0.3	1.1	-3.9	-2.5	-2.0	-0.1
GC-A act	0	4	-1	5	4	3
ARFGAP1 inh	1	3	9	9	-12	9
HTRA1 inh	9	5	-7	4	11	-9

# Of the compounds above, these contain bromine:
24	Cc1nnc(C)n1/N=C/c1cc(Br)cc(Br)c1O
42	C/C(=N\Nc1ccc(F)cc1F)c1ccc(Br)s1
assay / compound	24	42
NPR2 activator	-10	0
rCAG RNA binder	1	6
Rev-erbA mod	-2	4
ASAP1 inh	-1	7
ABHD4 inh	6	5
SMARCA2 act	-3	-3
PG9 binder	-2.4	-0.1
GC-A act	-2	3
ARFGAP1 inh	-17	9
HTRA1 inh	-1	-9

# The list continues.
43	NC(=O)CCN1CCC(c2nc3ccccc3s2)CC1
44	COc1ccc(C)cc1-n1nc2ccccc2n1
45	C=CCn1c(SCC(=O)Nc2nccs2)nnc1-c1cc2cccc(OC)c2o1
46	Cc1nn(Cc2ccc(Cl)cc2)c(C)c1NC(=O)CCCn1nc(C)c([N+](=O)[O-])c1C
47	C[C@@H]1COc2cccc(N3CCSCC3)c2S(=O)(=O)N1C
48	Cc1ccc(N=Nc2ccc(O)c(P(=O)(c3ccccc3)c3ccccc3)c2)cc1
49	COc1ccc(OC)c(CN2CCC(CNC(=O)Nc3cccc(Cl)c3)CC2)c1
50	CCC(=O)N1CCc2cc(S(=O)(=O)CCC(=O)Nc3cccc(F)c3)ccc21
51	COc1ccc2cc(C3CC(c4cccs4)=NN3C(C)=O)c(Cl)nc2c1 (stereo unspecified)
assay / compound	43	44	45	46	47	48	49	50	51
NPR2 activator	2	3	-1	-7	7	-4	-3	-3	-2
rCAG RNA binder	-2	-5	5	-3	0	7	8	-3	-1
Rev-erbA mod	0	-2	5	-7	2	2	-3	-7	41*
ASAP1 inh	8	-5	2	20	·	17	-10	2	-13
ABHD4 inh	0	7	1	-3	-3	5	3	4	-4
SMARCA2 act	2	0	-2	4	4	0	1	-2	-3
PG9 binder	-0.4	-0.9	-1.6	-2.5	·	0.0	-0.6	-0.3	0.7
GC-A act	2	-2	-4	-4	0	50*	-5	-4	-7
ARFGAP1 inh	14	7	8	6	·	12	-3	-3	-8
HTRA1 inh	2	-1	1	1	·	0	3	1	-9
